Screening results as filed in PubChem BioAssay.
Wnt act: activators of Wnt/beta-catenin signaling | Wnt/beta-catenin reporter cell assay, activator, plate reader | activation, % at 9.35 µM | 1.2% of 300,000 active; in the data active = activation above about 30%, passing the limit was not always enough; inconclusive = no clear call, values can overlap the other calls;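 also: 0% = neutral control wells and 100% = positive control wells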
DAGLB inhibitor: diacylglycerol lipase beta (human) inhibition; Q8NCG7; HEK293T DAGLB membrane lysate, EnzChek fluorogenic substrate; inhibition, % at 5.17 µM; 0.059% of 340,000 active; in the data active = inhibition above about 34%;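 also: 0% = enzyme with vehicle and 100% = wells lacking enzyme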
Target sequence (Q8NCG7 whole entry, looked up): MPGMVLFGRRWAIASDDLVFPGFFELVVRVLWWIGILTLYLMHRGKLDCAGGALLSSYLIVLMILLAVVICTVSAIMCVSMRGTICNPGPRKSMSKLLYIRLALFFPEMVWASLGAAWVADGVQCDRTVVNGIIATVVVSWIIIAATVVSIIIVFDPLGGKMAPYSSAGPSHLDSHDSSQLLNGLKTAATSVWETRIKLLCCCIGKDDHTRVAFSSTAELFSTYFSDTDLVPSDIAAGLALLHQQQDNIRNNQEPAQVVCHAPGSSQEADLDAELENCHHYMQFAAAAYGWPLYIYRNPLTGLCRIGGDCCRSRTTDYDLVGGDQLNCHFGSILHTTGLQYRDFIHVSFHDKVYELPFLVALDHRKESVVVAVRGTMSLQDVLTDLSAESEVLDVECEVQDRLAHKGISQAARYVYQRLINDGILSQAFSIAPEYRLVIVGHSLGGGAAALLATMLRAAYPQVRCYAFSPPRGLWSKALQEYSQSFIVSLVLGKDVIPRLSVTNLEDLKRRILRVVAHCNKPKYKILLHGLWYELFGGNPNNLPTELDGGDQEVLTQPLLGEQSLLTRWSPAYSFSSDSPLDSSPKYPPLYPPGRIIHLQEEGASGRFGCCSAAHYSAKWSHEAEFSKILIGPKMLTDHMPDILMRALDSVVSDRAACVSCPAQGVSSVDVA
PfHsp90 yeast 2: inhibits growth of yeast expressing Plasmodium falciparum Hsp90 | S. cerevisiae expressing PfHsp90, BacTiter-Glo ATP, 48 h; yeast lacking PDR1 and PDR3 efflux regulators | inhibition, % at 9.4 µM | 0.32% of 310,000 active | AID 504621;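 active = every replicate shows inhibition above about 80%, whatever the replicate mean, limit read from the data; inconclusive = mean inhibition reaches the set limit but some replicate falls short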;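 also: 0% = DMSO neutral controls and 100% = 20 µM radicicol positive controls; yeast relying on Plasmodium falciparum Hsp90 in place of its own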
CAL PDZ FP: inhibitors of human CAL PDZ peptide binding; 0.02% of 330,000 active; purified CAL PDZ, TMR-peptide fluorescence polarization, 1 h; inhibition, % at 20 µM; Q9HD26;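 active = highest replicate inhibition of at least 40%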;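 also: plate controls were DMSO neutral control wells for no effect and unlabeled competitor peptide control wells for full effect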
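Assay system – tagged CAL PDZ protein CerCALP, purified · Timing – 1 h at RT · Compound – single point, 20 µM · Measured by – fluorescence polarization from S- and P-plane intensities, G-factor corrected · Evaluation – inhibition from polarization loss · Probe or stimulus – TMR reporter peptide T*-PRC34 · Buffer or medium – pH 7.4 phosphate-saline buffer, reducing agent, detergent, IgG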
Ecoli viability: counter-screen for AddAB inhibitors: E. coli growth inhibition; E. coli V3065 growth, OD600 absorbance, 18 h; inhibition, % at 11.9 µM; 0.27% of 330,000 active;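 active = inhibition above the campaign's mean inhibition across all tested compounds plus 3 SD, cut at about 9.9% in these data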;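 also: uninfected addAB+ strain grown without phage in ampicillin broth; 0% = DMSO wells and 100% = ciprofloxacin 0.95 µg/ml wells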
Rtt109 Vps75: blocks Candida albicans Rtt109/Vps75 acetyltransferase activity; inhibition, % at 34.9 µM; purified Rtt109/Vps75, ThioGlo CoA-SH fluorescence, 4 h; 0.16% of 330,000 active; Q5AAJ8;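 active = inhibition of at least 50% in every replicate; inconclusive = best replicate reaches 50% inhibition but some replicates fall short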
Target sequence (Q5AAJ8 whole entry, looked up): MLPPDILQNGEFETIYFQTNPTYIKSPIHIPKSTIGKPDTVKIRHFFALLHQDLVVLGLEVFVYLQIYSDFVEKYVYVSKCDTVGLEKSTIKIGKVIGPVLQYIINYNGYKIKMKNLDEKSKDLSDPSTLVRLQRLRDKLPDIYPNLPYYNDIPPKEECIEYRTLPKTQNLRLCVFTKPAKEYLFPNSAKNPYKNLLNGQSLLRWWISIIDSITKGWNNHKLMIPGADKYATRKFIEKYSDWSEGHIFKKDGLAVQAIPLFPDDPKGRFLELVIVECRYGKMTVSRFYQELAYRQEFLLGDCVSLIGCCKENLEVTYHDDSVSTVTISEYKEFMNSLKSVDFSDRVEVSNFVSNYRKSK
AddAB inh: less growth of phage-infected E. coli with AddAB | E. coli expressing H. pylori AddAB, absorbance growth | inhibition, % at 11.9 µM | 0.29% of 330,000 active | AID 435030; in the data active = inhibition above about 12%;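 also: 0% = vehicle wells of infected cells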
PvdQ inh: P. aeruginosa PvdQ acylase inhibition; purified PvdQ acylase, fluorescence plate reader; inhibition, % at 10 µM; 0.063% of 340,000 active; AID 488965; in the data active = inhibition above about 30%, passing the limit was not always enough; inconclusive = no clear call, values can overlap the other calls;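 also: 0% = vehicle neutral wells and 100% = reference inhibitor wells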
Tat export inh: inhibitors of E. coli Tat protein transport; inhibition, % at 10 µM; AID 488895; 0.036% of 340,000 active; E. coli MC4100 TorA-mCherry Tat export, fluorescence;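 active = mean replicate inhibition at least 50% and at least half of replicates individually reaching 50%; inconclusive = only one of the two criteria met; inactive = neither criterion met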;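 also: exported cargo escapes ClpAP degradation while cytoplasmic cargo is degraded and loses fluorescence; 0% = median of neutral control wells and 100% = median of NaSCN control wells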
phage Ecoli inh: E. coli growth loss with phage present. inhibition, % at 11.9 µM. growth absorbance. 0.26% of 360,000 active; in the data active = inhibition above about 11%
* hit, by the source's call; ? = inconclusive; . = no result given.

SMILES	Wnt act	DAGLB inhibitor	PfHsp90 yeast 2	CAL PDZ FP	Ecoli viability	Rtt109 Vps75	AddAB inh	PvdQ inh	Tat export inh	phage Ecoli inh
Cc1nn(C)c(C(=O)NNC(=S)NC2CCCCC2)c1Br	10	0	8	-0.2	-2.1	-4	-5.1	-2	0	-1.5
Cn1nc(C(F)(F)F)c(C(=O)Nc2ccc(C(F)(F)F)cc2)c1Cl	.	-2	-21	-0.2	-3.4	18	2.3	16	6	2.0
Cc1cc(C)c(S(=O)(=O)c2ccc(Cl)cc2C)c(Cl)n1	-2	-1	-7	-2.0	-1.8	-3	4.9	-12	-2	3.8
CCN(CC)CCC(=O)N1c2ccccc2CCc2ccc(NC(=O)OC)cc21	-2	-4	-4	-5.9	1.4	1	4.8	-21	7	-2.9
CC(C)c1ccc(/C=C(\NC(=O)c2ccccc2)C(=O)NCCCN2CCOCC2)cc1	0	-3	5	-0.1	0.1	-8	-1.8	4	1	1.7
CCc1c(C(=O)OC)nnc2cc(C)nn12	.	-2	12	-0.3	0.7	-4	1.4	-23	-6	3.8
Cc1cc(C)c(NC(=S)NC(NC(=O)c2ccccc2)C(Cl)(Cl)Cl)c(C)c1 (stereo unspecified)	-5	1	20	-2.1	-3.3	.	6.0	6	5	6.9
O=C(O)c1ccc(Cl)c(S(=O)(=O)N2CCCC2)c1	4	0	-21	0.0	-1.3	1	1.5	-17	-13	-0.1
CCN1C(=O)CS/C1=N\c1nccs1	-2	-1	-2	-0.1	-1.1	-3	1.9	5	3	1.1
COCCn1c(C)cc(C(=O)COc2ccc(C)nc2[N+](=O)[O-])c1C	-6	1	18	-2.7	-2.0	-1	1.3	-4	11	0.9
Cc1ccsc1C1C(C(=O)O)c2ccccc2C(=O)N1C (stereo unspecified)	3	0	-4	-0.3	1.1	3	-0.3	-10	-10	3.1
Cc1ccc(-n2ncc3c(N4CCC5(CC4)OCCO5)ncnc32)c(C)c1	8	-3	0	-2.3	-0.5	7	1.1	5	-3	3.6
CCCCN(CC)c1nc(N)c2c(N)nc(OCC)cc2c1C#N	-1	-1	7	-3.0	-0.6	9	0.2	-5	-4	-0.2
COc1ccc(OC)c(NC(=O)c2cc3c(=O)n4ccccc4nc3n2C)c1	-1	-1	.	0.4	-0.2	-9	-0.7	4	-5	1.8
COCCn1c(SCC#N)nnc1-c1ccc2c(c1)OCO2	.	-1	.	-0.4	-0.8	-6	1.0	-7	-1	4.8
Cc1ccccc1NCC(=O)N/N=C\C=C\c1cccc([N+](=O)[O-])c1	-5	3	-4	-1.6	1.5	.	0.8	-8	-5	2.4
CC(=O)OC(Cn1ccnc1)c1ccccc1 (stereo unspecified)	1	0	14	0.2	-0.1	5	3.9	-20	-5	1.5
O=C(N/N=C/c1ccc(F)cc1)c1ccncc1	-2	-1	5	-0.4	1.0	4	4.5	9	6	2.7
O=C(Nc1ccc(Cl)c(Cl)c1)c1ccncc1	12	1	4	-4.8	0.7	3	1.1	-13	5	0.3
CCCCC1=CC2=C(c3ccco3)C(=O)C(C)(OC(=O)c3ccc(OC)cc3)C(=O)C2=CN1Cc1ccco1 (stereo unspecified)	.	5	1	-0.4	-1.5	3	5.0	-10	1	.
O=S(=O)(c1ccc(NCc2ccc(F)cc2)nc1)N1CCCC1	0	0	7	-0.2	1.4	3	1.6	-6	2	1.9
O=C(Nc1cccnc1)C(Cc1ccccc1)n1cccc1 (stereo unspecified)	-1	-2	1	-2.2	3.2	4	0.0	6	4	1.0
O=C(Nc1ccc(N2CCOCC2)c(Cl)c1)c1cc2ccccc2o1	.	-2	-2	0.9	1.2	-1	-2.4	-8	10	.
COc1ccc(N(CC(=O)Nc2ccc(C)c(C)c2)S(=O)(=O)c2c(C)noc2C)cc1	2	-9	15	-0.7	-1.0	9	0.2	-10	8	0.0
Cc1cc(S(=O)(=O)Nc2ccc(C(=O)N3CCN(c4ccccc4O)CC3)cc2)ccc1F	1	6	-10	-3.0	-0.7	11	0.4	-11	1	-1.7
Continued.
SMILES	Wnt act	DAGLB inhibitor	PfHsp90 yeast 2	CAL PDZ FP	Ecoli viability	Rtt109 Vps75	AddAB inh	PvdQ inh	Tat export inh	phage Ecoli inh
NC(=O)CSc1nnc(Cc2ccc3c(c2)OCO3)n1C1CCCCC1	-2	0	2	-2.5	-0.2	-1	2.0	0	-2	.
CN(CC(=O)Nc1ccc(F)c(F)c1)S(=O)(=O)c1cccc2nsnc12	-3	2	.	-0.6	1.3	-25	0.3	-9	-2	1.8
CN(C)S(=O)(=O)n1cc(/C=C(\NC(=O)c2ccccc2Cl)C(=O)NCCN2CCOCC2)c2ccccc21	1	-1	-5	-2.9	-2.9	-1	1.2	-6	-2	0.0
CSc1ccc(CN2CCN(S(=O)(=O)Cc3ccccc3)CC2)cc1	-1	-4	-4	0.2	-2.2	-4	0.5	-11	4	0.2
COc1ccc(N(CC(=O)NN=C2CCCC2)S(=O)(=O)c2ccccc2)cc1	2	-1	-28	-2.4	1.1	-6	1.3	-6	-13	0.3
COc1cc(OC)cc(C(=O)Oc2c(CN3CCOCC3)cc(Cl)c3cccnc23)c1	-1	0	1	0.2	-0.3	-22	4.7	-12	6	-1.5
Cc1ncsc1C(=O)NCc1ccc(N2CCCC2=O)cc1	-2	2	5	-0.7	-0.6	7	1.6	-2	-2	-4.2
CC1(C)C(=O)NCCN1C(=O)CCC(=O)O	-1	-1	-35	-0.5	0.2	11	1.6	5	-8	1.4
FCCCOc1ccc(-c2nccc(-c3ccc(Cl)cc3)n2)cc1	.	-3	.	0.9	-2.1	7	3.4	11	-10	2.0
CCCc1nc(-c2cc3ccccc3[nH]c2=O)no1	2	-3	13	0.3	0.8	-1	2.0	-5	-4	-2.1
CC(C)(NC(=O)N1CCCC1)c1cccc(C(C)(C)NC(=O)N2CCCC2)c1	.	-3	-25	0.4	-0.3	-14	6.0	7	-1	0.8
COc1cc(NC(=O)c2cccs2)c(OC)cc1NC(=O)CCC(=O)Nc1ccc(C)cc1	-1	-3	-16	-0.9	-0.4	2	0.8	-21	24	2.1
O=C(Nc1ccccc1)c1cccc(N2C(=O)C3C4CC(C(Br)C4Br)C3C2=O)c1 (stereo unspecified)	2	-2	-7	-2.2	2.0	18	1.9	-6	6	0.6
COC(=O)COc1ccc(NC(=O)C2CCCO2)cc1 (stereo unspecified)	-3	-2	1	-1.6	-2.0	0	-0.9	-2	-4	0.0
COc1ccc(Cl)cc1NC(=O)c1nc2nc(C)cc(C(F)F)n2n1	0	3	-6	-1.6	-0.8	1	2.0	3	-6	1.9
COc1ccc(S(=O)(=O)Nc2nnc(C)s2)cc1	-4	2	-50	-0.5	-2.2	3	0.5	-14	-7	3.1
O=C(NN=C1C2CC3CC(C2)CC1C3)c1cccs1	.	-2	0	-0.6	1.1	-6	0.6	-11	8	-0.7
CCOC(=O)[C@H]1[C@H]2COc3ccc(Cl)cc3[C@@H]2N2C(=O)CN(Cc3ccc(OC)cc3)C(=O)[C@@]12C	-1	-3	33	-1.2	-0.6	2	1.4	-2	-1	2.9
COc1ccc(Cc2nnc(SCC(=O)NC(C)c3ccccc3)o2)cc1 (stereo unspecified)	1	3	.	-3.2	-2.4	-2	1.8	-3	1	3.3
CC(=O)c1cccc(NC(=O)CCc2nnc3ccc(N4CCN(C)CC4)nn23)c1	-2	1	12	-0.1	-1.2	-54	1.5	-7	-1	-0.7
O=C(O)CCCCCCCCc1cn(Cc2ccc(C(=O)c3ccccc3)cc2)nn1	-2	2	.	-1.4	0.9	6	3.4	12	6	3.0
O=C1NN(c2ccccc2)C(=O)/C1=C/c1ccc(-c2ccc(C(=O)O)cc2)o1	2	4	-6	-0.3	1.2	-1	-1.5	-5	-3	-2.5
O=C(c1cccc([N+](=O)[O-])c1)N1CCCN(C(=O)c2cccc([N+](=O)[O-])c2)CC1	.	-1	.	-0.3	0.3	0	0.3	-13	8	3.1
C=C(C)C(=O)Nc1cccc(C2=NOC3(C2)C[C@@H](C(N)=O)N(C(=O)[C@H]2CCC(=O)N2)C3)c1 (stereo partly specified)	-1	-4	-5	0.0	2.1	7	3.0	3	3	0.6
CCOc1ccc(NC(=O)N2CCCC2C(=O)NCc2ccco2)cc1 (stereo unspecified)	-3	0	9	-0.3	-4.7	8	3.1	-16	4	1.4
Next section.
SMILES	Wnt act	DAGLB inhibitor	PfHsp90 yeast 2	CAL PDZ FP	Ecoli viability	Rtt109 Vps75	AddAB inh	PvdQ inh	Tat export inh	phage Ecoli inh
Cc1ccc(C2(C)NC(=O)N(CC(=O)NNC(=O)c3ccoc3C)C2=O)cc1 (stereo unspecified)	-1	-1	.	-1.1	0.3	-5	2.1	-3	-11	3.3
CCOC(=O)NC(Nc1sc2c(c1C(=O)OC)CCN(C)C2)(C(F)(F)F)C(F)(F)F	.	1	-14	-0.8	0.2	-8	-4.3	-14	-4	2.2
CCOc1ccc(OCCC(=O)OCC(=O)c2c(N)n(C)c(=O)n(C)c2=O)cc1	2	1	.	-1.3	3.6	3	-0.8	-6	8	5.1
Cc1cc(NS(=O)(=O)c2ccc(NC(=O)CCCOc3ccccc3C)cc2)no1	-2	3	11	-0.3	-0.6	5	2.5	-15	0	1.2
COc1ccc(-c2coc3cc4oc(=O)c5ccccc5c4cc23)cc1F	-8	-6	-3	-1.9	-2.3	25	4.6	15	-2	1.9
Cc1ccc(NNC(=O)c2c(F)cccc2Cl)cc1C	0	-2	2	0.0	3.4	3	6.9	-14	8	2.5
COc1ccc(C(=O)C2CCCN(C(=O)c3cccc(Cl)c3F)C2)cc1OC (stereo unspecified)	0	1	2	-0.6	-0.9	2	0.5	-5	4	0.2
COc1ccccc1/C=C1/SC(=O)N(CCC(=O)Nc2ccc(S(=O)(=O)Nc3nccs3)cc2)C1=O	-1	2	4	-2.6	-0.9	-6	0.9	6	-1	0.6
O=C(NCCNc1nccc(C(F)(F)F)n1)c1cccs1	1	-2	10	-0.4	2.0	8	4.8	1	1	2.9
C=C(C)CNC(=O)c1ccc(OC2CCN(C(=O)COC)CC2)cc1	1	2	-2	-0.2	2.0	0	0.4	-12	-4	4.1
Nc1nonc1-n1nnc(C(=O)O)c1-c1cccs1	0	1	.	-0.8	2.4	-4	2.5	-5	8	0.0
COc1ccc(S(=O)(=O)N(C)c2ccc(C(=O)N3CCOCC3)cc2)cc1	.	-1	14	-0.2	0.0	1	3.2	-12	?	1.5
c1ccc2[nH]c(-c3nc4ccccc4[nH]3)nc2c1	?	-2	.	-0.5	-5.4	-5	-6.3	8	-4	-0.8
Cc1cc(Cl)n2c(nc3ccccc32)c1C#N	5	4	.	-2.0	.	-25	.	-2	-10	1.1
CCOC(=O)C[C@H]1c2ccccc2S(=O)(=O)N1c1cccc(OC)c1	-1	-5	.	-0.5	-0.9	7	-1.1	1	-6	4.9
O=C(COC(=O)c1ccc2c(c1)OCCO2)Nc1ccc(F)cc1	-2	-1	.	-4.0	.	11	.	4	-1	2.4
COc1cc(C)c(Br)cc1S(=O)(=O)NCc1ccccc1	0	-3	5	-1.4	-1.6	?	1.6	1	-1	-0.2
